G9a block: qHTS Assay for Inhibitors of Histone Lysine Methyltransferase G9a | Potency, µM (doses to about 102 µM), for inactives: at the highest dose activity, negative = inhibition, hits mostly inhibitors | G9a H3K9 monomethylation, AlphaScreen, 2 h | 8.8% of 350,000 active | Histone-lysine N-methyltransferase EHMT2 (Homo sapiens), Q96KQ7; also: potency is read from the fitted curve at half-maximal effect; % is scaled to controls: 0 for no effect and ±100 for the full control effect; nearly all actives have a fitted effect of over 75% in size
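AlphaScreen detection with an anti-monomethyl H3K9 antibody quantified product after a 2 h room-temperature reaction containing 500 nM biotinylated H3K9 peptide, 20 µM SAM and 20 nM enzyme, which had been preincubated 15 min with compound.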
GLS inh: qHTS for Inhibitors of Glutaminase (GLS); Glutaminase kidney isoform, mitochondrial (Homo sapiens), O94925; GLS enzymatic activity, qHTS titration; Potency, µM (highest dose often 45.5 µM), for inactives: at the top dose activity change, negative = inhibition, most hits filed as inhibitors; 0.21% of 410,000 active; also: potency is read from the fitted curve at half-maximal effect; % is scaled to controls: 0 for no effect and ±100 for the full control effect
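hKGA; 45 mM KH2PO4 pH 8.2 + 0.02% Tween-20; cpd via pin tool; 1 mM Gln soln; GluOx/HRP/Amplex Red; RT 30 min; fluor. t0 & final.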
PI4K2A block: qHTS for small molecular inhibitors of PI4K2A; Phosphatidylinositol 4-kinase type 2-alpha (Homo sapiens), Q9BTU6; purified PI4K2A, ADP-Glo luminescence, 1 h; stronger effect = lower value; activity change, negative = inhibition, % at 76.9 µM; 0.13% of 420,000 active; in the data active = activity change below about -50%; inconclusive = mostly about -30% to -49%;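 also: -100% = wells without enzyme as full effect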
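In this quantitative HTS, ADP production by PI4K2A was quantified luminescently after 1 h at ambient temperature; 100 microM adenosine served as plate-quality control.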
Pin1 inh: qHTS Assay to Find Inhibitors of Pin1. Pin1 FP peptide displacement, HiFluor488, 10 min. Peptidyl-prolyl cis-trans isomerase NIMA-interacting 1 (Homo sapiens), Q13526. AID 504891, 2011. Potency, µM (top dose mostly 115 µM), without a hit: at the top dose activity, negative = inhibition, actives largely listed as inhibitors. 0.009% of 390,000 active; active = well fitted inhibition curve with a large enough effect in the polarisation, with a control signal flat, not every such curve was filed as active; inconclusive = small, poorly fitted or top-dose-only effect, or effect the other way, or a change in a side signal; inactive = no such curve, though single readings can be large or run the other way; the % refers to the polarisation; also: potency is read from the fitted curve at half-maximal effect; % is scaled to controls: 0 for no effect and ±100 for the full control effect
ERG Ets-DNA blk: qHTS for Small Molecule Inhibitors of the ERG Ets/DNA interaction; 0.028% of 370,000 active; Potency, µM (highest dose often 76.9 µM), for inactives: at the top dose FP activity, negative = inhibition, actives largely listed as inhibitors; fluorescence polarization, His-ERG Ets domain / labelled DNA; Transcriptional regulator ERG (Homo sapiens), P11308; active = well fitted inhibition curve with a large enough effect in the polarisation, with a control signal flat; inconclusive = small, poorly fitted or top-dose-only effect, or effect the other way, or a change in a side signal; inactive = no such curve, though single readings can be large or run the other way; the % refers to the polarisation;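 also: polarization taken with two DNA probes labelled with fluorescein and Texas red; potency is read from the fitted curve at half-maximal effect; % of control where 0% means no effect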
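His-tagged ERG Ets domain (1 uM in the protein solution; 300mM KCl, 50mM Tris-HCl, 1mM EDTA, 1mM DTT, pH 7.5) received compound, then a probe mix of 5 nM fluorescein-DNA and 100nM Texas-615-DNA. Fluorescence polarization was read for both dyes.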
BAZ2B inh: qHTS Assay for Inhibitors of BAZ2B. AID 504333, 2011. 4.4% of 360,000 active. AlphaScreen BAZ2B-H3K14Ac peptide displacement. Potency, µM (top dose mostly 114 µM), inactives show top-dose activity change, negative = inhibition, actives largely listed as inhibitors; also: potency is read from the fitted curve at half-maximal effect; % is scaled to controls: 0 for no effect and ±100 for the full control effect; nearly all actives have a fitted effect of over 60% in size
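AlphaScreen luminescence quantifies BAZ2B engagement of H3K14Ac peptide; the protein and biotinylated peptide are both at 50 nM final, buffer PBS pH 7.4 with 0.01% Tween-20, all steps at room temperature.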
HP1b chromo inh: HTS for Inhibitors of HP1-beta Chromodomain Interactions with Methylated Histone Tails | 0.56% of 390,000 active | Chromobox protein homolog 1 (Homo sapiens), P83916 | AlphaScreen HP1-beta / biotin-H3K9me3 peptide binding | Potency, µM (highest dose often 114 µM), for inactives: at the highest dose activity change, negative = inhibition, actives largely listed as inhibitors; also: potency is read from the fitted curve at half-maximal effect; nearly all actives have a fitted effect of over 70% in size; inactives centre near 23
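Compound inhibition of the preformed complex between 50 nM HP1-beta and 50 nM biotinylated H3K9me3 peptide was read by AlphaScreen. Buffer was PBS pH 7.4 with 0.01% Tween-20. Incubations ran 30 min at room temperature, with 10 ug/mL donor/acceptor beads.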
Tb PGK inh: qHTS Assay to Find Inhibitors of Phosphoglycerate Kinase. Phosphoglycerate kinase, glycosomal (Trypanosoma brucei brucei), P07378. PGK/GAPDH coupled, Kinase-Glo luminescence, 60 min. AID 602233, 2012. 0.043% of 380,000 active. Potency, µM (doses to about 57.5 µM), without a hit: top-dose activity change, negative = inhibition, hits mostly inhibitors; also: potency is read from the fitted curve at half-maximal effect; % is scaled to controls: 0 for no effect and ±100 for the full control effect; nearly all actives have a fitted effect of over 60% in size
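Luminescent ATP detection (Kinase-Glo Plus) follows a 60-minute room-temperature incubation, with wells lacking PGK as controls. Buffer: 100 mM TEA (pH 7.6), 5 mM MgCl2, 0.01% Tween-20. Coupling enzyme GAPDH (100 nM final) supplies unstable 1,3-BPG in-well.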
JMJD2A Tudor inh: qHTS Assay for Inhibitors of JMJD2A-Tudor Domain; Lysine-specific demethylase 4A (Homo sapiens), O75164; AlphaScreen JMJD2A-Tudor / H3K4me3 peptide binding; Potency, µM (series often up to 114 µM), for inactives: at the highest dose activity change, negative = inhibition, actives largely listed as inhibitors; 4.4% of 390,000 active; also: potency is read from the fitted curve at half-maximal effect; % is scaled to controls: 0 for no effect and ±100 for the full control effect; nearly all actives have a fitted effect of over 50% in size
Target sequence (O75164 whole entry, looked up, the tested form may be a part): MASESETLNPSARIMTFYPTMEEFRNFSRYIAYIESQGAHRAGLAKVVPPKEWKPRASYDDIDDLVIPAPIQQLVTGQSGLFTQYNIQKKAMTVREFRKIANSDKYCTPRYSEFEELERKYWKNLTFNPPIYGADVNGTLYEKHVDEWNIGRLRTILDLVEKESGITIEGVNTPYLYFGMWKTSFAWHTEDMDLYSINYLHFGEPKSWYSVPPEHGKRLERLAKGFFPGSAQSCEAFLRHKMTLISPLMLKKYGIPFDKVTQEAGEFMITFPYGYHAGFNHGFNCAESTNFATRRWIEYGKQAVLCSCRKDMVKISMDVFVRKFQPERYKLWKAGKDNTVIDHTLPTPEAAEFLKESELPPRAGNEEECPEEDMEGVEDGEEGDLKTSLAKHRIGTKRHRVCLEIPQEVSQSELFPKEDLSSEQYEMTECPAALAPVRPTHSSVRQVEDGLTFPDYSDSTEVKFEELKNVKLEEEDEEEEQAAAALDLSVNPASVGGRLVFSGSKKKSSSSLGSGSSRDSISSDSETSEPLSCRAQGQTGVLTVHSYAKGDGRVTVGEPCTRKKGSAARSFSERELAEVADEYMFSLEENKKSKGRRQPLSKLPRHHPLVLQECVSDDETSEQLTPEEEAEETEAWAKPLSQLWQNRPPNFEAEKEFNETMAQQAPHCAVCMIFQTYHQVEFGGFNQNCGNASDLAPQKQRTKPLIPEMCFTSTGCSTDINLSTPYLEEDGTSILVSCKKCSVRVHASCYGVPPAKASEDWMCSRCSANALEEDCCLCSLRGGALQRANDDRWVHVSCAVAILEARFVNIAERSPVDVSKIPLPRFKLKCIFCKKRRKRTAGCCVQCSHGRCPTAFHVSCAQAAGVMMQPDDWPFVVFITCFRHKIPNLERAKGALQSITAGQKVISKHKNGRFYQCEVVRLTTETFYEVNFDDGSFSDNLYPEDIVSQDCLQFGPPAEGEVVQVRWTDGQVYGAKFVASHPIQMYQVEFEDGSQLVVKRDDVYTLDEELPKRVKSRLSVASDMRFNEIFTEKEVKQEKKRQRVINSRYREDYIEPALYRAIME
The depositor's hits bear a star; i = inactive; u = inconclusive; x = no result given; & = joins results of further samples; [ ] = remark or other dose. Unless noted, calls follow the shape of the dose curve; as a rule, active = well fitted curve in the direction sought with a large enough effect; inconclusive = small, poorly fitted or top-dose-only effect, or another doubt; inactive = no such curve, though single readings can be large; an effect the other way counts as inactive or inconclusive.

1	COC(=O)c1cn(C)c2ccc(S(=O)(=O)N3CC(C)CC(C)C3)cc2c1=O (stereo not drawn)
2	CCn1cc(C(=O)NCCc2ccccc2)c(=O)c2cc(S(=O)(=O)N3CCc4ccccc4C3)ccc21
3	CN(C(=O)COC(=O)/C=C/c1ccc(F)cc1)c1c(N)n(Cc2ccccc2)c(=O)[nH]c1=O
4	O=C(NCc1ccc(F)cc1)C1CCN(S(=O)(=O)N2CCC3(CC2)OCCO3)CC1
5	Cc1nc2sc3c(=O)[nH]nnc3c2c(C)c1Br
6	COc1cc(NC(=O)c2nc(-c3ccc(Cl)cc3)n3c2CCCCC3)cc(OC)c1OC
7	O=C1CCCC(O)=C1C=Nc1ccc(O)cc1
8	COC(=O)c1ccccc1NC(=O)CN1CCOCC1

compound no.,1,2,3,4,5,6,7,8
G9a block,56µM*,-2%[59 µM],19%[0.501 µM],31%[59 µM],4%[0.501 µM],u,u,7%
GLS inh,0%,-14%,-2%,1%,u,-5%,27%,4%
PI4K2A block,4,2,-6,0,-1,-1,-19,-4
Pin1 inh,1%,3%,23%,-13%,8%,-9%,5%,7%
ERG Ets-DNA blk,-24%,-3%,18%,x,-1%,3%,-12%,3%
BAZ2B inh,u,x,9%,9%,17%,-35%,0%,-16%
HP1b chromo inh,32%,9%,23%,21%,13%,5%,14%,12%
Tb PGK inh,-2%,-4%,-1%,-6%[11.5 µM],5%,i,-12%,-1%
JMJD2A Tudor inh,-6%,-14%,-5%,-9%,-3%,-20%,-18%,22%

9	O=C(CCl)Nc1cc(S(=O)(=O)N2CCCCCC2)ccc1Cl
10	CCOc1ccc(C(=O)NC2CCN(S(C)(=O)=O)CC2)cc1
11	COc1ccc(NS(=O)(=O)c2cccc(C(=O)NCC(c3ccco3)N3CCCCC3)c2)cc1 (stereo not drawn)
12	COc1cc(C(=O)Nc2sc3c(c2C(=O)NCc2ccco2)CCCC3)cc(OC)c1OC
13	NC(=NCc1ccccc1)C(N=Nc1ccccc1)C(=O)NCc1ccccc1 (stereo not drawn)
14	Cc1cc(NC(=O)c2ccccc2[N+](=O)[O-])ccc1Br
15	O=[N+]([O-])c1ccc(OCC(O)CN(CCO)CCO)cc1 (stereo not drawn)
16	O=C1c2ccccc2C(=O)N1c1nccs1

compound no.,9,10,11,12,13,14,15,16
G9a block,u,-6%[12.7 µM],u,12%,x,-22%,-18%[59 µM],x
GLS inh,25%,14%,19%,-1%,0%,5%,13%,1%
PI4K2A block,4,-4,-5,0,-1,1,4,-4
Pin1 inh,4%,1%,1%,8%,-8%,u,1%,0%&-3%
ERG Ets-DNA blk,-3%,4%,-5%,0%,5%,7%,-4%,-7%
BAZ2B inh,-5%,-7%,-11%,u,x,-33%,-7%,x
HP1b chromo inh,45%,22%,1%,32%,3%[57 µM],19%,24%,10%[57 µM]
Tb PGK inh,2%,4%,5%,-1%,0%,-6%,i,2%
JMJD2A Tudor inh,0%,-7%,-30%,-8%,u,-23%,-10%,-10%&-9%

Six records drawn at random from those above:
9	O=C(CCl)Nc1cc(S(=O)(=O)N2CCCCCC2)ccc1Cl
15	O=[N+]([O-])c1ccc(OCC(O)CN(CCO)CCO)cc1 (stereo not drawn)
14	Cc1cc(NC(=O)c2ccccc2[N+](=O)[O-])ccc1Br
11	COc1ccc(NS(=O)(=O)c2cccc(C(=O)NCC(c3ccco3)N3CCCCC3)c2)cc1 (stereo not drawn)
13	NC(=NCc1ccccc1)C(N=Nc1ccccc1)C(=O)NCc1ccccc1 (stereo not drawn)
10	CCOc1ccc(C(=O)NC2CCN(S(C)(=O)=O)CC2)cc1

compound no.,9,15,14,11,13,10
G9a block,u,-18%[59 µM],-22%,u,x,-6%[12.7 µM]
GLS inh,25%,13%,5%,19%,0%,14%
PI4K2A block,4,4,1,-5,-1,-4
Pin1 inh,4%,1%,u,1%,-8%,1%
ERG Ets-DNA blk,-3%,-4%,7%,-5%,5%,4%
BAZ2B inh,-5%,-7%,-33%,-11%,x,-7%
HP1b chromo inh,45%,24%,19%,1%,3%[57 µM],22%
Tb PGK inh,2%,i,-6%,5%,0%,4%
JMJD2A Tudor inh,0%,-10%,-23%,-30%,u,-7%

(further entries)
17	CCc1c(C)nc2nncn2c1Nc1ccc(C)c(F)c1
18	CCNc1oc(COc2cccc(C)c2)nc1C#N
19	Cn1c(=O)c2c(ncn2CC(=O)OCC(=O)Nc2ccc(F)cc2Cl)n(C)c1=O
20	COc1ccc(NC(=O)Nc2cccc(C(F)(F)F)c2)cn1
21	Fc1ccc(C2CC(c3ccco3)=NN2c2ccccc2)cc1 (stereo not drawn)
22	Cc1csc(Sc2ccc(C(=O)OCC(=O)Nc3ccc(F)cc3[N+](=O)[O-])cc2[N+](=O)[O-])n1
23	COc1ccc(S(=O)(=O)N2CCN(S(=O)(=O)c3ccc4c(c3)OCCO4)CC2)cc1C
24	COc1ccccc1/C=N/Nc1cc(C)nc2ccc(C)cc12

compound no.,17,18,19,20,21,22,23,24
G9a block,4%[59 µM],-5%,x,14%,x,35µM*,16%[59 µM],u
GLS inh,15%,-12%,6%,0%,0%,-6%,0%,8%
PI4K2A block,0,3,-7,-16,1,0,1,-14
Pin1 inh,-2%,0%,2%,u,u,-8%,17%&9%,24%
ERG Ets-DNA blk,0%,3%,-6%,8%,1%,-11%,-4%,3%
BAZ2B inh,1%,-11%,x,-11%,147%[activator],-33%,3%,-36%
HP1b chromo inh,33%,9%,18%,13%,379%[activator],0%,11%[57 µM],7%
Tb PGK inh,-6%,-8%,-4%,3%,4%,-6%,-10%,9%
JMJD2A Tudor inh,-14%,-20%,-14%,-6%,194%[activator],u,-5%[57.1 µM],-30%

25	N#Cc1cccc(Oc2ccc(S(=O)(=O)N3CCCC3)cn2)c1
26	COc1ccc(S(=O)(=O)N(C)c2ccc(C(=O)NC3CCCC3)cc2)cc1
27	O=[N+]([O-])c1cccc(/C=N/Nc2nc(NCc3ccccc3)nc(N3CCOCC3)n2)c1O
28	Nc1cc(=O)[nH]c(SCC(=O)Nc2cc([N+](=O)[O-])ccc2Cl)n1
29	CCO[C@H]1OC(C(N)=O)=C[C@@H](C(C)(C)C)[C@@H]1CCCO
30	CC1CCC(NC(=O)CN2C(=O)NC3(CCCCC3C)C2=O)CC1 (stereo not drawn)
31	CN(C(=O)COC(=O)c1ccc(Cl)c(S(=O)(=O)NCc2ccccc2)c1)C1CCS(=O)(=O)C1 (stereo not drawn)
32	COCCn1c(C(=O)N2CCCC2)cc2c1C[C@H]1CN(C(=O)c3ccccc3)[C@@](Cc3ccc(F)cc3)(C(=O)OC)[C@@H]21

compound no.,25,26,27,28,29,30,31,32
G9a block,7%,4%,u,11%,x,14%[12.7 µM],x,u
GLS inh,14%,0%,13%,12%,1%,18%,-2%,-5%
PI4K2A block,0,2,-5,1,1,-1,-12,-2
Pin1 inh,-2%,-5%,4%,8%,-3%,3%,2%,0%
ERG Ets-DNA blk,-7%,13%,17%,1%,5%,-12%,15%,3%
BAZ2B inh,-1%,-3%,-24%,-20%,x,-2%,x,u
HP1b chromo inh,13%,-14%,-7%,u,35%,21%,45%[activator],15%
Tb PGK inh,9%,-9%,3%,4%,-8%,1%,-7%,i
JMJD2A Tudor inh,-6%,-20%,20µM*,u,-7%,-8%,-3%,-23%

33	CCOC(=O)c1ccc(Nc2nnc(C(C)(C)C)c(=O)[nH]2)cc1
34	O=C(Cc1cccs1)N1CCN(S(=O)(=O)c2ccccc2)CC1
35	Cn1nnnc1NCc1c(F)cccc1Cl
36	Cc1c(C)n(Cc2ccc(F)cc2)c2ccc(C(=O)N3CCN(c4ccc(Cl)cc4)CC3)cc12
37	CN(c1ccc(C(=O)NCC2CCCO2)cc1)S(=O)(=O)c1ccccc1 (stereo not drawn)
38	O=C(CN1CCOCC1)Nc1ncc(Cc2cccc(Cl)c2Cl)s1
39	CCc1ccccc1NC(=O)CSc1nnc(COc2ccccc2Cl)o1

compound no.,33,34,35,36,37,38,39
G9a block,u,14%[59 µM],-3%[12.7 µM],-30%[59 µM],66%[activator][59 µM],17%[59 µM],-31%[59 µM]
GLS inh,2%,2%,u,-27%,5%,8%,-7%
PI4K2A block,2,-7,1,2,15,-2,4
Pin1 inh,3%,-4%,-12%,28%,8%,18%,u
ERG Ets-DNA blk,-9%,7%,x,-5%,-12%,9%,u
BAZ2B inh,6%,3%,23%,-30%,1%,-39%,-1%
HP1b chromo inh,32%,14%,23%,15%,11%,20%,36%
Tb PGK inh,-6%,-1%,-7%,-6%,-2%,2%,1%
JMJD2A Tudor inh,-2%,-6%,-10%,u,-3%,-18%,3%

Screens as filed in PubChem BioAssay.
